# Compound activity as filed in PubChem.
# CIT2 TOR yeast – modulators of TOR pathway CIT2-GFP in S. cerevisiae | S. cerevisiae CIT2-GFP strain, flow cytometry, 3 h; 100 means same as DMSO wells | AID 2029 | GFP response vs DMSO, % at 10 µM | 320,000 compounds, 0.065% hits;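 active means GFP response relative to DMSO above a set limit, near the screen mean plus 3 SD, cut at about 150% in these data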;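 further: ratio of well median GFP fluorescence to mean of DMSO wells on the plate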
# MEP2 TOR yeast – yeast TOR pathway MEP2-GFP modulation; GFP response vs DMSO, % at 10 µM; 330,000 compounds, 0.51% hits; S. cerevisiae MEP2-GFP strain, flow cytometry GFP, 3 h; 100% = DMSO control level; AID 2016;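 active means GFP response versus DMSO above a set limit, roughly screen mean plus 3 SD, cut at about 180% in these data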;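 further: median GFP fluorescence of the barcode-gated MEP2-GFP cells per well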
# RPL19A TOR yeast – yeast TOR pathway RPL19A-GFP modulation | S. cerevisiae RPL19A-GFP strain, flow cytometry, 3 h; stronger effect = lower value | percent response vs DMSO, % at 10 µM | 330,000 compounds, 0.3% hits;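 active means percent response vs DMSO below 50%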;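 further: median channel GFP fluorescence of the barcoded RPL19A-GFP strain; ratio of sample median GFP to plate DMSO average so 100% = DMSO; lower means less RPL19A-GFP as with rapamycin TOR inhibition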
# AHR activator – activators of human aryl hydrocarbon receptor; P35869; AHR-responsive luciferase reporter cells, luminescence; activation, % at 5 µM; 320,000 compounds, 2.5% hits; in the data active means activation above about 47%;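 further: 0% = vehicle wells and 100% = reference agonist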
# Target sequence (P35869 whole entry, looked up): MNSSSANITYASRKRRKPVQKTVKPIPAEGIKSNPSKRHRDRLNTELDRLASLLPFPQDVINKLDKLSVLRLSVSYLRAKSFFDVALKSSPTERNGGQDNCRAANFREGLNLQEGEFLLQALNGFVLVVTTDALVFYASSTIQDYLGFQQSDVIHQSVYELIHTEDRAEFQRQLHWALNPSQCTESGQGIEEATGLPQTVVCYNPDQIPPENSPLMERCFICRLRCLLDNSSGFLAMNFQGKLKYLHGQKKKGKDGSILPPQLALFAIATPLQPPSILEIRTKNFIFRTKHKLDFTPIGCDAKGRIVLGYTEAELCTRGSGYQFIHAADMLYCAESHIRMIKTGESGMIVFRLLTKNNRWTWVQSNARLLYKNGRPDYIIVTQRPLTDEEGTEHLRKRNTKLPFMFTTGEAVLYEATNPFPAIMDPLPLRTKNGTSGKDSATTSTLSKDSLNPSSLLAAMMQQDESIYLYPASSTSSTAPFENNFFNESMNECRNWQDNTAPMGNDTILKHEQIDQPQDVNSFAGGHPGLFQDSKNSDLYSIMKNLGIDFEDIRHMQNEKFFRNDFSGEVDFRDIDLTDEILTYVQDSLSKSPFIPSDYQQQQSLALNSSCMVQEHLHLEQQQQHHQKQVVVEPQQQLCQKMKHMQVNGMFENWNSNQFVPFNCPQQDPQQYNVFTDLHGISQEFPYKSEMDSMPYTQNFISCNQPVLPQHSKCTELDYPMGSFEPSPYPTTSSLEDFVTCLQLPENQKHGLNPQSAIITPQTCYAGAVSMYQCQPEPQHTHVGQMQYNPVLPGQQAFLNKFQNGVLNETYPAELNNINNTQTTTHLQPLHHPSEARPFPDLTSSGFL
# Efflux pump inh – inhibitors of Candida antifungal efflux pumps expressed in yeast. S. cerevisiae Candida pump triplex, Nile Red efflux. inhibition, % at 10 µM. 330,000 compounds, 0.44% hits. AID 485275;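 active means plate passing quality check with inhibition over a set limit, or well fluorescence over plate mean plus 4 SD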;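 further: Nile Red retained in pooled yeast measured as flow cytometry median fluorescence; 0% = buffer negative control and 100% = Enniatin B positive control; higher means more Nile Red kept so more efflux inhibition; some compounds called inactive have numbers as strong as hits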
# LAP4 TOR yeast – yeast TOR pathway LAP4-GFP modulation; S. cerevisiae LAP4-GFP multiplex, flow cytometry GFP, 3 h; median GFP as percent of DMSO wells; GFP response vs DMSO, % at 10 µM; 320,000 compounds, 0.34% hits; AID 2023;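 active means GFP response vs DMSO above a set limit, about the screen mean plus 3 SD, cut at about 150% in these data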
# Yeast superoxide – yeast age-related superoxide inhibition as caloric restriction mimetic | S. cerevisiae aged cells, superoxide DHE fluorescence; stronger effect = lower value | AID 2690 | 330,000 compounds, 0.18% hits | superoxide response (% of plate mean), % at 10 µM;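 active means superoxide response under a set limit, about three screen SD below normal, cut at about 65% in these data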;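 further: yeast aged for seven days with compound at 30 °C before DHE staining; 100% = average MFI of all compound-treated wells on the plate with controls excluded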
# AGP1 TOR yeast – alters AGP1-GFP fluorescence in TOR pathway yeast screen; GFP response vs DMSO, % at 10 µM; S. cerevisiae AGP1-GFP multiplex flow cytometry, 3 h; GFP as percent of DMSO wells; AID 2066; 320,000 compounds, 0.02% hits;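 active means GFP response relative to DMSO above a set limit, near screen average plus 3 SD, cut at about 150% in these data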;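 further: median GFP channel fluorescence of the gated AGP1 strain per well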
# Starred values were filed as active, the others as inactive.
# A first look, 4 compounds:
SMILES,CIT2 TOR yeast,MEP2 TOR yeast,RPL19A TOR yeast,AHR activator,Efflux pump inh,LAP4 TOR yeast,Yeast superoxide,AGP1 TOR yeast
CCOC(=O)CNC(=O)N1CCCC(N(C)CCc2ccccc2)C1 (configuration not stated),100.4,104.3,109.5,1.7,0.1,95.4,73.1,103.6
N#CCCNS(=O)(=O)c1ccc(C(=O)OCC2CCCCC2)cc1,99.0,102.3,99.7,0.0,-0.1,93.5,102.8,99.1
Cc1nc2ccccc2c2oc(C(=O)Nc3ccc(C(C)C)cc3)cc12,112.3,109.0,103.0,-8.8,0.0,94.4,87.7,91.2
CN(C)CCCN(C(=O)c1sc2ccccc2c1Cl)c1nc2c(F)cccc2s1,105.3,89.0,97.6,2.0,0.1,90.7,78.8,98.3

# Results, from the start:
SMILES,CIT2 TOR yeast,MEP2 TOR yeast,RPL19A TOR yeast,AHR activator,Efflux pump inh,LAP4 TOR yeast,Yeast superoxide,AGP1 TOR yeast
CCOC(=O)CNC(=O)N1CCCC(N(C)CCc2ccccc2)C1 (configuration not stated),100.4,104.3,109.5,1.7,0.1,95.4,73.1,103.6
N#CCCNS(=O)(=O)c1ccc(C(=O)OCC2CCCCC2)cc1,99.0,102.3,99.7,0.0,-0.1,93.5,102.8,99.1
Cc1nc2ccccc2c2oc(C(=O)Nc3ccc(C(C)C)cc3)cc12,112.3,109.0,103.0,-8.8,0.0,94.4,87.7,91.2
CN(C)CCCN(C(=O)c1sc2ccccc2c1Cl)c1nc2c(F)cccc2s1,105.3,89.0,97.6,2.0,0.1,90.7,78.8,98.3
CC(C)c1ccc(N(CC(=O)NCc2cccnc2)S(=O)(=O)c2ccccc2)cc1,101.5,101.7,98.7,1.6,0.0,93.6,90.5,95.5
O=C(NCCc1ccccc1)c1cc(=O)c2ccccc2o1,98.5,99.4,101.1,6.7,-0.1,93.4,102.2,105.8
CCOC(=O)C(=O)N/N=C/c1cccc(Br)c1,95.5,90.9,95.0,4.3,-0.2,111.2,68.4,105.8
OCCCn1c(C2CCCN2c2nc(-c3ccc(Cl)cc3)cs2)nc2cc(C(F)(F)F)ccc21 (configuration not stated),92.6,94.9,103.0,19.9,0.0,117.0,93.7,91.5
CC(C)(C)c1ccc(C2(C)NC(=O)N(CC(=O)c3ccc[nH]3)C2=O)cc1 (configuration not stated),98.5,99.5,95.5,-0.4,0.0,94.3,106.9,101.0
CCOc1ccc(NC(=O)CSc2nc3c([nH]c4ccccc43)c(=O)n2C)cc1,101.2,110.6,106.2,20.0,1.3,104.6,121.6,106.8
CN(C)S(=O)(=O)c1cccc(NC(=O)CSc2ncnc3ccccc23)c1,105.1,99.1,95.6,11.0,-0.2,107.4,90.5,105.4
COc1ccc(NC(=O)COC(=O)COc2ccc(Br)cc2)cc1,84.0,111.0,97.0,-0.2,-0.1,111.7,96.7,104.0
CC(=O)Nc1cc(C)nn1-c1nc(C)cc(C)n1,102.6,96.4,103.9,3.6,0.0,102.4,102.4,103.6
COC(C[C@@H]1O[C@@H]1C(=O)[C@@H](C)OCc1ccccc1)OC,91.2,83.1,89.0,-3.3,-0.1,130.3,95.7,80.8
COc1ccc(S(=O)(=O)N2CCOCC2)cc1NC(=O)COC(=O)C1CCC1,91.1,107.1,93.9,-1.0,-0.2,95.2,94.9,91.2
Cc1ccc2sc(NNC(=O)C3=COCCO3)nc2c1C,92.8,98.2,95.5,23.0,-0.1,96.6,96.1,99.1
O=C(Nc1ccc(Br)cn1)c1cccc(C(=O)Nc2ccc(Br)cn2)c1,104.0,99.6,106.4,14.0,0.1,93.6,103.0,97.5
CCC(=O)N1CCN=C1SCc1cc(C)ccc1C,104.1,101.5,101.3,4.0,0.8,103.1,84.0,107.8
CCCCn1c(N)c(N(CCC(C)C)C(=O)CSc2nnc(C)s2)c(=O)[nH]c1=O,117.7,109.6,108.6,0.3,0.3,116.3,74.0,104.6
CC(C)OC(=O)Nc1ccc(Oc2c(F)c(F)c(F)c(F)c2F)cc1,94.3,95.8,89.0,-2.5,-0.1,94.4,96.6,90.8
CCOC(=O)c1c(NC(=O)c2ccco2)sc2c1CCCC2,108.5,104.6,100.9,3.6,-0.1,96.7,78.7,102.5
CCN(CC)CCCNC(=O)c1cc(Nc2ccc(OC)cc2OC)nc2ccccc12,97.5,103.1,107.4,1.1,-0.1,107.5,92.5,100.5
Cc1cc(NC(=O)CCS(=O)(=O)c2ccc3c(c2)NC(=O)C(C)S3)ccc1Br (configuration not stated),98.7,103.4,97.5,6.3,-0.1,113.3,138.0,103.1
Cn1nc(C(=O)Nc2ccc(S(=O)(=O)Nc3ncccn3)cc2)ccc1=O,100.0,98.8,101.9,2.8,-0.1,103.5,90.9,109.9
Cc1cc(C)n(-c2nc3ccccc3c(=O)n2OCc2ccc(F)cc2)n1,81.2,97.7,102.8,53.8*,0.0,94.3,106.1,102.3
# Next compounds follow.
SMILES,CIT2 TOR yeast,MEP2 TOR yeast,RPL19A TOR yeast,AHR activator,Efflux pump inh,LAP4 TOR yeast,Yeast superoxide,AGP1 TOR yeast
COc1cccc(C(=O)Nc2ccc(Cl)c(C(F)(F)F)c2)c1,96.4,101.8,99.5,17.1,-0.1,114.7,91.6,94.7
O=C(Cn1c(=O)sc2ccccc21)N1CCOCC1,98.1,95.7,96.2,-0.1,-0.1,99.0,100.5,104.0
O=C(c1ccccc1-c1ccccc1)N1CCCCC1,103.7,98.3,104.2,-1.1,0.0,103.6,100.3,105.8
Cc1cc(C)cc(NC(=O)COC(=O)CCCC2=NS(=O)(=O)c3ccccc3N2)c1,95.7,102.0,94.9,5.1,0.6,92.2,93.3,91.8
CCCCn1c2nc3ccccc3nc2c2c(=O)n(CCC(C)C)cnc21,100.7,109.6,104.2,1.0,0.2,91.7,102.5,101.6
CC1CCCC(NC(=O)COC(=O)c2cc(S(=O)(=O)N3CCCCC3)ccc2N2CCOCC2)C1C (configuration not stated),102.2,98.5,100.8,-0.9,0.1,93.3,103.5,104.3
CC(=O)Nc1ccc(NC(=O)C(C)O/N=C/c2cccc([N+](=O)[O-])c2)cc1 (configuration not stated),99.8,104.4,101.7,-0.3,-0.1,100.6,110.7,99.5
CC1CCN(CCCNC(=O)COc2cc(=O)n(C)c3ccccc23)CC1,104.3,110.2,106.2,-0.3,0.1,107.3,94.6,109.9
CN1CCN(C(=O)CN(C)S(=O)(=O)c2ccc3ccccc3c2)CC1,96.3,99.7,102.6,-2.2,-0.1,98.6,95.4,98.0
Cc1cc(Nc2nnnn2-c2ccccc2)n(-c2ccccc2)n1,103.4,93.0,101.1,-2.6,0.0,89.7,102.1,101.5
O=C(Nc1cccn2ncnc12)c1cccc(C(F)(F)F)c1,111.1,99.4,99.3,4.3,0.0,101.3,99.7,100.3
CN(C(=O)COC(=O)CNC(=O)c1ccccc1Cl)c1ccccc1,124.2,98.7,98.2,0.5,-0.1,100.7,88.2,114.5
CCc1sc(C(C2C(=O)CC(C)(C)CC2=O)C2C(=O)CC(C)(C)CC2=O)cc1[N+](=O)[O-],67.5,86.2,100.3,3.4,-0.3,141.6,119.3,61.7
COc1ccc([C@H]2CC(=O)C=C(c3ccc(Cl)c(F)c3)C2)cc1,95.0,94.2,93.3,-0.1,0.1,104.8,94.6,94.6
CC(C)C(NC(=O)c1ccc(C(C)(C)C)cc1)C(=O)NC1=NCCS1 (configuration not stated),101.2,100.1,101.3,0.9,-0.3,96.7,103.7,100.7
CC(C)C(=O)N1CCC2(CC1)Oc1ccc(F)cc1C(=O)C21CC(c2ccccc2)=NO1 (configuration not stated),86.0,99.8,91.9,-1.4,78.3*,90.8,101.7,89.9
Cc1cc(NC(=O)C(C)SCC(=O)OCC(=O)Nc2c(C)cccc2C(C)C)no1 (configuration not stated),101.1,108.9,107.2,2.7,0.3,108.2,155.1,102.5
Cc1cccc(Nc2cc(C)c3c(O)cccc3n2)c1C,91.5,91.3,97.2,23.3,0.6,116.5,104.4,97.5
O=C(NC1(C(F)(F)F)NC(=O)N(Cc2ccccc2)C1=O)c1cccnc1 (configuration not stated),99.1,95.8,100.6,-0.5,-0.1,95.3,87.2,114.5
CCOc1ccc(C(=O)NCC(c2ccco2)N2CCc3ccccc3C2)cc1 (configuration not stated),106.2,105.0,104.5,3.3,0.0,98.6,100.2,110.8
CS/C(=N\S(=O)(=O)c1cccs1)Nc1ccc(N2CCOCC2)cc1,101.9,102.8,97.4,2.6,0.0,106.3,88.5,101.8
Cc1ccc(NC2CCCN(C(=O)c3ccc(F)cc3)C2)cc1C (configuration not stated),95.7,101.7,96.2,16.8,0.0,111.2,119.8,106.1
COc1cc(/C=N/NC(=O)c2ccc(COc3cc(C)ccc3C(C)C)cc2)cc(OC)c1O,104.3,105.3,103.4,-6.8,-0.2,101.1,102.4,99.7
CCc1c(C)sc2nc3c(C(=O)N4CCOCC4)cc(C(=O)c4cc(F)ccc4O)cn3c(=O)c12,112.4,99.8,109.8,-1.6,-0.2,107.0,95.4,111.4
CCCCC(CC(O)COCCC)C(=O)NN (configuration not stated),98.2,106.5,105.3,4.4,0.6,97.7,86.3,102.3
# Other structures follow.
SMILES,CIT2 TOR yeast,MEP2 TOR yeast,RPL19A TOR yeast,AHR activator,Efflux pump inh,LAP4 TOR yeast,Yeast superoxide,AGP1 TOR yeast
COc1ccccc1-n1cnc(N)c1C(=O)c1ccccc1,100.3,97.2,97.8,2.5,-0.1,100.6,87.8,101.4
Cn1c(=O)[nH]c(=O)c2c1nc(Br)n2CCCSc1nc2ccccc2o1,102.5,107.2,97.9,4.3,-0.1,111.1,90.2,100.7
CN=c1scc(-c2cccs2)n1/N=C/c1ccc(O)c(O)c1O,98.0,99.5,95.9,22.8,-0.1,131.7,100.6,96.9
Cc1nn(CC#N)c(=O)n1-c1cccc(F)c1,91.0,94.8,92.7,-1.3,0.0,90.5,106.7,93.4
CN(CC(=O)NCc1ccc(F)cc1)S(=O)(=O)c1ccc2c(c1)n(C)c(=O)c(=O)n2C,107.2,103.4,105.3,-3.9,0.0,98.0,99.6,108.8
Cc1cccc2c1N(CCCOc1ccc(C(C)(C)C)cc1)C(=O)C2=O,97.6,95.8,101.9,-0.8,-0.1,105.8,87.3,95.0
CN(C)CCNC(=O)c1c(CSc2ccc(Cl)cc2)noc1C(=O)NCc1ccccc1,97.9,101.4,102.8,-0.2,0.0,101.4,89.8,101.1
COc1ccccc1/C=C/C=N/n1c(-c2ccc(C)cc2)n[nH]c1=S,124.3,112.5,117.3,17.2,0.0,98.8,100.0,106.3
CC(C)[C@@H](C(=O)N[C@@H](C(=O)O)c1ccccc1)N1C(=O)N2CCc3c([nH]c4ccccc34)[C@@]2(C)C1=O,103.5,109.4,102.6,1.5,-0.2,108.2,88.9,104.2
CCCCNC(=S)N(C)/N=C/c1c(F)cccc1F,111.3,104.1,102.6,5.7,-0.5,98.2,74.8,107.9
COc1ncnc(OC)c1S(=O)(=O)Nc1ccc(C(F)(F)F)cc1,100.0,109.3,107.5,2.2,0.0,92.6,103.5,101.0
Cc1n[nH]c(=O)c2c(NC(=O)COC(=O)c3cccc(OC(F)F)c3)oc(C)c12,101.4,106.0,105.2,-1.6,0.4,96.0,110.0,98.5
O=C(C1=NN(c2ccccc2)C2C(=O)N(c3ccc(Cl)cc3)C(=O)C12)c1ccccc1 (configuration not stated),84.3,91.2,92.5,14.4,0.3,84.2,128.1,78.3
O=C(Nc1cccc(S(=O)(=O)N2CCOCC2)c1)c1cc(=O)[nH]c2ccccc12,107.2,106.2,98.5,3.7,0.0,95.3,99.1,101.3

# Look-ups from the results shown:
# `CCOC(=O)C(=O)N/N=C/c1cccc(Br)c1` @ Yeast superoxide = 68.4
# `CC(=O)Nc1ccc(NC(=O)C(C)O/N=C/c2cccc([N+](=O)[O-])c2)cc1` (configuration not stated) @ Yeast superoxide = 110.7

# Rows are unselected; any-hit rate near 3.9%.
